EBI2 block: EBI2 receptor antagonists, beta-arrestin recruitment, primary screen, cell-based, luminescence, 7a,25-OHC stimulation, uHTS | G-protein coupled receptor 183 (Homo sapiens), P32249 | 7a,25-OHC stimulated | inhibition, % at 5 µM | hit rate 0.81% among 360,000 | AID 651636, 2012; in the data active = inhibition above about 38%;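 note: enzyme fragment complementation signal reports receptor beta-arrestin coupling in cells; 0% = agonist plus DMSO wells and 100% = wells without agonist; some results beyond the cut were filed as inactive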
Target sequence (P32249 whole entry, looked up, the tested form may be a part): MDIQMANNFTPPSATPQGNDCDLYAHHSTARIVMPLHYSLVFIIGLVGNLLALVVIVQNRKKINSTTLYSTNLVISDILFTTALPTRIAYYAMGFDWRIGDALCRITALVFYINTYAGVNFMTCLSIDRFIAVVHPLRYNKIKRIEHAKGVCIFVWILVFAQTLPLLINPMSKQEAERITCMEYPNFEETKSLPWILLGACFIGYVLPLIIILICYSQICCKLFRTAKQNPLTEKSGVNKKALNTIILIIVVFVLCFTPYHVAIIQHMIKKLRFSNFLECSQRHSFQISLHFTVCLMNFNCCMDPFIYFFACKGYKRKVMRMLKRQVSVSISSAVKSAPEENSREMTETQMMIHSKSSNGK
MPTP block: mitochondrial permeability transition pore inhibitors, primary screen, biochemical, isolated mouse mitochondria, absorbance | hit rate 1.4% among 360,000 | Ca2+ swelling absorbance, 30 min | inhibition, % at 10 µM | AID 602449, 2012;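 active = inhibition of 50% or more, scaled per plate between neutral and stimulator controls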;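 note: 0% = DMSO wells given calcium and 100% = 1 mM EGTA wells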
CXCR6 inh: CXCR6 receptor inhibitors, primary screen, cell-based, beta-arrestin, luminescence, CHO-K1 PathHunter, 1536-well. C-X-C chemokine receptor type 6 (Homo sapiens), O00574. inhibition, % at 20 µM. hit rate 0.36% among 360,000. AID 602244, 2012; in the data active = inhibition above about 34%, passing the limit was not always enough;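 note: antagonist mode with CXCL16 agonist at 10 nM final; 0% = 10 nM CXCL16 with DMSO and 100% = unstimulated wells without agonist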
Target sequence (O00574 whole entry, looked up): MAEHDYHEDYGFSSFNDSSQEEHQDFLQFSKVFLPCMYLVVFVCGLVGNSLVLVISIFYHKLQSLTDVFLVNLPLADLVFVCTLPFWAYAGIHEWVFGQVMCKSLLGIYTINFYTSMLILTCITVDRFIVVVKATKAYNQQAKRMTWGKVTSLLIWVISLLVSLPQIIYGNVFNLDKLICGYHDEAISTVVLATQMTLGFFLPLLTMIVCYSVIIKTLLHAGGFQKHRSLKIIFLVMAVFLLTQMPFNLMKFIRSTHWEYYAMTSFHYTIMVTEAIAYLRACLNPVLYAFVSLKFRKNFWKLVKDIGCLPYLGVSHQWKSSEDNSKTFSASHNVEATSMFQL
An asterisk follows results filed as active. A portion of the library; count on the stated rates, not on these rows.

SMILES	MPTP block	EBI2 block	CXCR6 inh
O=C(NCCc1ccccc1)c1c[nH]c2ccccc2c1=O	0.5	-12	-8
CCCC(C)(C)C(=O)N1CCC1(C)C(=O)Nc1cccc(OC)c1 (stereo not drawn)	0.3	6	-4
CCOc1ccc(CCN2C(=S)N([C@@H](Cc3ccc(O)cc3)CN3CCC[C@@H]3CN3C(=S)NC[C@@H]3CC(C)C)C[C@@H]2Cc2ccc(O)cc2)cc1	-0.8	21	9
CCCCc1ccc(S(=O)(=O)NC(=O)C2(C)CCN2C(=O)c2c(C)noc2C)cc1 (stereo not drawn)	0.7	-8	2
OCCN1CCN(c2ncnc3c2ncn3[C@H]2CN(Cc3ccc(Cl)cc3)C[C@@H](CO)O2)CC1	-1.2	2	4
CCCCC(=O)N(C)c1c(CC)nc2c(OCC(N)=O)cccn12	-0.8	-6	-1
COC(=O)[C@]12CCCCC=C1N(CCC1=CCCCC1)C(=O)[C@H](CC(=O)N1CCN(C(=O)C3CC3)CC1)C2	0.4	-6	-2
O=C(c1ccc2c(c1)CCC2)N1CCN(Cc2c(F)cccc2Cl)CC1	-0.2	28	2
CC(NC(=O)c1ccc(Cl)c(S(=O)(=O)NC2CC2)c1)c1ccco1 (stereo not drawn)	-0.1	5	9
CCOc1ccc(CCN2C(=O)C(=O)N([C@@H](Cc3ccc(O)cc3)CN3CCC[C@H]3CN3C(=O)C(=O)NC[C@@H]3Cc3ccc(O)cc3)C[C@@H]2Cc2ccc(O)cc2)cc1	0.0	-12	-5
CC1(C)OCC(N)(CO)CO1	-2.5	-3	2
C[C@H]1CN([C@@H](C)CO)C(=O)c2cc(C3=CCCC3)cnc2O[C@@H]1CN(C)C(=O)c1ccncc1	-0.1	-4	-1
CCN(CCO)CC1CCCC2CCCCC21 (stereo not drawn)	0.2	3	2
CCOC(=O)N(C)c1c(CC)nc2c(OCc3ccccc3C)cccn12	0.8	3	4
Cc1ccc(Cc2c(-c3ccccc3)nc3c4ccccc4ccn23)cc1	2.9	13	19
O=C(CN1CCN(C(=O)c2ccco2)CC1)Nc1cc(S(=O)(=O)N2CCCC2)ccc1Cl	-0.3	1	3
CCc1nc2ccc(C(=O)Nc3cc(-c4ccccc4)ccc3OC)cn2c1N(C)Cc1nccs1	-1.3	40	9
CCCCCCN1C[C@H](O)[C@@H](n2cc(C3CC3)nn2)C[C@@H]1c1ccc(C)cc1	-1.4	7	-1
COc1ccc(C2=CCCCCC2)cc1OC	-0.5	0	-8
CC(=O)c1ccc(NC(=O)CN2CCN(S(=O)(=O)c3ccc4c(c3)OCCO4)CC2)cc1	1.6	5	-5
COc1ccc(C(O)c2nc(-c3ccc(OC)c(OC)c3)cs2)cc1 (stereo not drawn)	0.6	-4	-4
CCc1ccc(CN2CCC(n3nccc3NC(=O)c3ccccc3OC)CC2)o1	0.7	-4	1
Cc1cc(C)cc(C(O)c2ncc(-c3ccccc3C(F)(F)F)[nH]2)c1 (stereo not drawn)	1.7	0	-11
COc1ccc(-c2nc3c4ccccc4ccn3c2Cc2cccc(Cl)c2)cc1OC	0.5	24	9
CCNC(=S)Nc1ccc2c(c1)c(=O)n(C)n2-c1cc(C)cc(C)c1	1.9	2	-4
CN(C)Cc1ccccc1CNC(=O)c1cccc(S(=O)(=O)Nc2ccc3c(c2)OCO3)c1	0.6	-13	10
COc1ccc(-c2ccccc2)cc1NC(=O)[C@@H]1O[C@H](CO)[C@H](O)[C@H](O)[C@H]1O	1.6	-2	7
Cc1cc(C(=O)N2CCCC2(C)C(=O)O)c(C)o1 (stereo not drawn)	-2.9	-5	-1
C[C@H](NC(=O)c1ncn2c1C(=O)N(C)CC2)C(=O)OC(C)(C)C	-1.3	-5	2
CN(C)CCNC(=O)C1Cc2c(-c3ccccc3Oc3ccccc3)ccnc2O1 (stereo not drawn)	-1.8	-8	11
COc1cccc(NC(=O)C2(C)CCN2Cc2ccc(-c3ccccc3)o2)c1 (stereo not drawn)	-1.6	8	-4
CS(=O)(=O)n1c2ccccc2c(=O)n1-c1ccccc1CCl	-0.5	1	-6
S=C(SSC(=S)N1CCOCC1)N1CCOCC1	-4.6	1	9
COC(=O)Cc1ccc(OC2(C)CCN(Cc3ccccc3OC(F)F)C2)cc1 (stereo not drawn)	-0.5	-5	0
COc1ccc(C(C)(O)c2nc(-c3cccc(F)c3)cs2)cc1 (stereo not drawn)	2.4	10	-8
CCCc1c(C(=O)N/N=C(\C)c2ccccn2)nnn1-c1nonc1N	-1.1	37	35
CC(C)C1C(=O)N(Cc2cn(CCC3OCCCO3)nn2)CCS(=O)(=O)N1Cc1ccc(-c2ccc(Cl)nc2)cc1 (stereo not drawn)	0.8	3	-3
Cn1nccc1-c1ccc(C(=O)Nc2cccc(NS(C)(=O)=O)c2)c2occc12	-0.1	6	-3
CCOC1=C2[C@@H](CN(S(=O)(=O)c3ccc(C)cc3)[C@H]2c2ccccc2F)[C@H]2C(=O)N(C3CCCCC3)C(=O)[C@H]2C1	-1.2	16	3
CCc1nc2c(OCCOc3ccc(F)cc3)cccn2c1N(C=O)Cc1ccc(OC)cc1	-1.0	11	0
Clc1cccc(Cc2c(-c3ccccc3)nc3ccc(Br)cn23)c1	4.1	-2	3
CS(=O)(=O)Nc1ccc2c(c1)[C@H]1C[C@H](CC(=O)NCc3ccccc3)O[C@H](CO)[C@H]1O2	-0.8	-6	-1
COc1cccc(-n2cc(CN(C)C(=O)C3CCC(=O)N(C4CC4)C3)cn2)c1 (stereo not drawn)	-0.2	-11	6
CN(Cc1ccco1)C(=O)[C@H](Cc1ccccc1)NC(=O)CC[C@H]1O[C@@H](n2ccc(=O)[nH]c2=O)[C@H](O)[C@@H]1O	-0.2	-10	-2
CCC(c1nnnn1-c1ccc2c(c1)OCCO2)N1CCN(C)CC1 (stereo not drawn)	-0.5	0	2
O=C(COC(=O)/C=C/c1ccc(F)cc1)NC(=O)NCc1ccccc1	0.2	-3	-10
CN(C)CCNC(=O)c1[nH]c(C(F)(F)F)nc1-c1ccccc1	1.0	-13	-3
CS(=O)(=O)c1ccc(Nc2nc(C(N)Cc3ccc(C(F)(F)F)cc3)cs2)cc1 (stereo not drawn)	3.9	-12	-14
COCOCCn1cc(CN2CCS(=O)(=O)N(Cc3ccc(-c4ccc(F)nc4)cc3)C(C)C2=O)nn1 (stereo not drawn)	-0.9	-7	-6
CCOC(=O)[C@]12CCC=C1N(Cc1ccc3c(c1)OCO3)C(=O)[C@H](CC(=O)NCc1cccc3ccccc13)C2	-0.9	17	9
O=C(OCc1cn([C@H]2CN(Cc3cccs3)[C@@H](c3ccc(Cl)cc3)C[C@@H]2O)nn1)c1ccccc1	0.2	-5	-4
O[C@H]1C[C@H](c2ccc(Cl)cc2)N(CC2CCCCC2)C[C@@H]1n1cc(C2CC2)nn1	-1.7	17	-9
O=C(NCc1ccccc1)c1cc(C2CCCN(C(=O)CCc3ccccc3)C2)on1 (stereo not drawn)	1.4	11	7
CCCCn1nnnc1C1(C)CCC(=O)N1Cc1cccnc1 (stereo not drawn)	0.4	-11	-2
COc1ccccc1N1CCCSC1=Nc1ccccc1	-1.0	-9	2
O=C(CC[C@H]1O[C@@H](n2ccc(=O)[nH]c2=O)[C@H](O)[C@@H]1O)N[C@H](Cc1ccccc1)C(=O)NCCCN1CCCC1=O	-1.0	-8	-8
Cc1ccc2cccc(CC(=O)NN)c2c1	0.6	2	0
CCCCCCN1C[C@H](O)[C@@H](n2cc(-c3ccc(F)cc3)nn2)C[C@@H]1c1ccccc1	2.4	12	2
COc1ccc(OC(F)(F)F)cc1CC1(C)C(=O)Nc2cccc(Cl)c21 (stereo not drawn)	1.6	2	-3
CC1=C(C(=O)N(C(C)C)C(C)C)CC(CC(=O)NCc2ccco2)C(=O)N1CCC1=CCCCC1 (stereo not drawn)	-0.6	-9	-10

Structures above with an NH in an aromatic ring:
SMILES	MPTP block	EBI2 block	CXCR6 inh
O=C(NCCc1ccccc1)c1c[nH]c2ccccc2c1=O	0.5	-12	-8
Cc1cc(C)cc(C(O)c2ncc(-c3ccccc3C(F)(F)F)[nH]2)c1 (stereo not drawn)	1.7	0	-11
CN(Cc1ccco1)C(=O)[C@H](Cc1ccccc1)NC(=O)CC[C@H]1O[C@@H](n2ccc(=O)[nH]c2=O)[C@H](O)[C@@H]1O	-0.2	-10	-2
CN(C)CCNC(=O)c1[nH]c(C(F)(F)F)nc1-c1ccccc1	1.0	-13	-3
O=C(CC[C@H]1O[C@@H](n2ccc(=O)[nH]c2=O)[C@H](O)[C@@H]1O)N[C@H](Cc1ccccc1)C(=O)NCCCN1CCCC1=O	-1.0	-8	-8

(more compounds)
SMILES	MPTP block	EBI2 block	CXCR6 inh
Nc1ncnc2c1ccn2[C@H]1CN(Cc2ccc3c(c2)OCO3)C[C@@H](COC(=O)c2ccccc2)O1	0.7	-1	2
COc1ccc(-c2nc3cc(C)c(Br)c(C)n3c2CC2CCCCC2)cc1OC	1.6	20	2
Cc1ccc(C)c(NC(=O)COC(=O)c2c(-c3ccccc3)noc2C)c1	-3.4	1	8
NC(=O)c1cccc(-c2ccnc3c2CC(C(=O)NCc2ccc(F)c(F)c2)O3)c1 (stereo not drawn)	0.1	4	1
CCC(c1nnnn1-c1ccc2c(c1)OCCO2)N1CCN(C/C=C/c2ccccc2)CC1 (stereo not drawn)	1.0	18	-9
O=P(c1ccccc1)(c1ccccc1)c1ccccc1C(Br)Br	0.0	20	-1
CCCC(=O)N1CCCC1(C)C(=O)Nc1ccc2c(c1)CCN2C(C)=O (stereo not drawn)	5.7	-3	-10
CC(C)Nc1nc(NCCO)nc2ccccc12	0.5	-6	-3
Cc1cc(Cl)ccc1C(O)c1ncc(-c2cccc(C(F)(F)F)c2)[nH]1 (stereo not drawn)	9.7	13	-19
O=C(O)c1ccccc1-c1ccccc1C(=O)Nc1ccc2oc(=O)c3ccccc3c2c1	-1.2	1	0
CC1(Cc2ccc(Cl)c(Cl)c2)C(=O)Nc2c(Cl)ccc(Cl)c21 (stereo not drawn)	0.2	6	2
CC#CC(=O)N1CCC(n2nccc2NC(=O)CCc2ccccc2)CC1	-0.7	1	5
C[C@@H]1CN([C@@H](C)CO)C(=O)c2ccccc2-c2ccccc2CO[C@@H]1CN(C)S(=O)(=O)c1ccc(C(F)(F)F)cc1	0.1	1	0
Cc1ccccc1CN1C(=O)c2ccccc2C1c1nnnn1Cc1ccccc1 (stereo not drawn)	-0.2	2	2
CC1(C(=O)NC2CCN(Cc3ccccc3)CC2)CCN1CCc1ccccc1 (stereo not drawn)	0.2	-6	7
O=C(c1ccc(C(F)(F)F)cc1)N1CCC(=O)N([C@H](COCc2ccc(C(F)(F)F)cc2)Cc2ccccc2)CC1	-0.2	10	15
O=C(N/N=C/c1ccc(Cl)cc1)c1ccc2nc[nH]c2c1	-0.1	-1	-3
O=C(c1ccc(Cl)c(Cl)c1)N1CCC(=O)N([C@H](COCc2cccc(C(F)(F)F)c2)Cc2ccccc2)CC1	1.6	32	4
COc1ccccc1CNc1nc2cc(-c3ccc(OC)c(OC)c3)sc2c(=O)n1C	-1.2	7	1
COc1cc2nnn(-c3ccncc3)c2cc1OC	-1.7	-10	2
O=C(OC1CC2CC1[C@H]1CCCCN1C2=O)N1CCN(S(=O)(=O)c2ccccc2)CC1 (stereo partly drawn)	0.6	7	-1
CC(C)N1CCCC(C)(C(=O)Nc2nc3ccccc3[nH]2)C1 (stereo not drawn)	0.1	-15	5
Cc1cc(Br)cn2c(Cc3cccc(F)c3)c(-c3ccc(C#N)cc3)nc12	0.5	26	8
OC(CSc1nnnn1-c1ccccc1)Cn1c2ccccc2c2ccccc21 (stereo not drawn)	2.2	10	-9
COc1ccc(-c2csc(C(O)(c3ccccc3)C(F)(F)F)n2)cn1 (stereo not drawn)	0.2	29	-2
CCc1ccc([C@@H]2C[C@H]3[C@@H](CN2S(=O)(=O)c2ccc(C)cc2)C(=O)C[C@@H](c2ccc(Cl)cc2)N3S(=O)(=O)c2ccc(C)cc2)cc1	0.7	1	2
CCOc1ccc(CCN2C(=S)N([C@@H](Cc3ccc(O)cc3)CN3CCC[C@@H]3CN3C(=S)NC[C@@H]3Cc3ccccc3)C[C@@H]2Cc2ccccc2)cc1	0.1	16	2
COc1ccc(NC(=O)C2Cc3c(-c4cccc(F)c4)ccnc3O2)cc1 (stereo not drawn)	0.4	-10	-2

High-throughput results deposited in PubChem BioAssay by Sanford-Burnham Center for Chemical Genomics.
